# influenza NS1A = H1N1 influenza NS1A inhibitors, functional cell based assay (AID 504329) | actives 0.3% (n = 340,000) | inhibition, % at 12.5 µM; hits with a dose series show IC50 in µM | NS1A functional cell-based assay, percent inhibition; higher % means a stronger effect; in the data active means a potency from the dose series; inconclusive means inhibition above about 27% without an active follow-up result; further: strong numbers were not always called active
# M. tuberculosis HTS = M. tuberculosis growth inhibition, HTS (AID 449762); M. tuberculosis H37Rv growth inhibition, 7H9 media; higher % means a stronger effect; one-dose inhibition, % at 25 µM; IC50 in µM for titrated hits; actives 0.59% (n = 330,000); in the data active means a potency from the dose series; inconclusive means inhibition above about 70% without an active follow-up result;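 further: bacterial growth assessed after seven days of incubation; strong numbers were not always called active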
# Salmonella PhoP GFP = Inhibition of PhoP regulon, Salmonella typhi GFP reporter cells, confirmation, 4 h (AID 1850); Salmonella Typhi PhoP-promoter GFP reporter, fluorescence, 4 h; higher % means a stronger effect; one-dose inhibition, % at 50 µM; IC50 in µM for titrated hits; actives 0.33% (n = 310,000); in the data active means a potency from the dose series; inconclusive means inhibition mostly from about 25% at the one dose, without a potency; inactive means the rest, 99 in 100 with inhibition below about 19%;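 further: 0% = induced wells with vehicle and 100% = uninduced wells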
# M. tuberculosis = growth inhibition of non-replicating M. tuberculosis (AID 488890) | Mycobacterium tuberculosis non-replicating, growth inhibition; higher % means a stronger effect | inhibition, % at 25 µM; hits with a dose series show IC50 in µM | actives 0.39% (n = 320,000); in the data active means a potency from the dose series; inconclusive means inhibition mostly from about 82% at the one dose, without a potency; inactive means the rest, 99 in 100 with inhibition below about 76%;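 further: plate controls were DMSO cells for no effect and high antibiotic wells for full effect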
# VEEV TC-83 Vero = inhibitors of VEEV TC-83 cytopathic effect, confirmation, Vero cells (AID 588727); one-dose inhibition, % at 20 µM; IC50 in µM for titrated hits; Vero cells, VEEV TC-83 cytopathic effect inhibition; higher % means a stronger effect; actives 0.13% (n = 350,000); in the data active means a potency from the dose series; inconclusive means inhibition mostly from about 14% at the one dose, without a potency; inactive means the rest, 99 in 100 with inhibition below about 12%; further: strong numbers were not always called active
# VEEV TC-83 Vero 10K pilot screen = also measured in VEEV TC-83 Vero; calls as there; inhibition, %; measured here: 10K pilot screen inhibition
# Numbers without * were called inactive; i = inactive; ? = inconclusive; . = not tested or not shown. Compounds as they come (roughly 1.6% active in at least one column).
SMILES,influenza NS1A,M. tuberculosis HTS,Salmonella PhoP GFP,M. tuberculosis,VEEV TC-83 Vero,others
C=CCSc1nc2ccccc2n1S(=O)(=O)c1ccc(Cl)cc1,-1%,-3%,9%,-5%,i,
CCCc1c(NC(=O)Nc2ccc(F)cc2)cnn1-c1ccccc1,-2%,-2%,-3%,1%,2.1µM*,
Cc1cc(NC(=O)c2cncc(Br)c2)no1,-5%,7%,14%,7%,2.1%,
CCn1c2ccccc2c2cc(C3N=C(N)Nc4nc5ccccc5n43)ccc21 (centres undefined),-6%,-2%,6%,3%,0.3%,
COc1cccc(C(c2nnnn2Cc2ccc(F)cc2)N2CCC(C(N)=O)CC2)c1OC (centres undefined),-5%,1%,-8%,19%,1.0%,
CCc1cccc(NC(=O)c2ccc(CNc3c(N4CCCC4)c(=O)c3=O)cc2)c1,4%,-8%,1%,9%,0.1%,
C=CCn1c(=O)c(C(=O)Nc2cc(C)ccn2)c(O)c2ccccc21,6%,3%,1%,-7%,10%,
CCc1ccccc1N1CC(C(=O)N2Cc3ccccc3CC2C(N)=O)CC1=O (centres undefined),-4%,3%,.,1%,0.1%,
COc1ccc(N2CCN(C(=O)c3ccc(CNS(=O)(=O)c4cc(C)ccc4C)cc3)CC2)cc1,3%,-9%,-2%,17%,5.8%,
CCOC(=O)c1cc(CC)sc1/N=C/C1C(=O)NC(=S)NC1=O,-8%,-3%,-36%,26%,0.1%,
COc1ccc(-c2csc3nc[nH]c(=O)c23)cc1OC,2%,-5%,-8%,7%,0.9%,
CCn1c(=O)c(CCC(=O)N2CCN(c3ccccn3)CC2)c(C)c2c(C)nn(-c3cccc(C)c3)c21,2%,20µM*,-16%,20%,?,
COCC(=O)Nc1nc2n(n1)C(c1ccccc1)CC(c1ccc(OC)cc1)N2 (centres undefined),-4%,-5%,-3%,3%,2.4%,
Cc1ccc(C(=O)N/N=c2\oc3ccccc3cc2C(N)=O)cc1,-27%,4%,4%,75%,2.2%,
O=C(COc1ccc(-n2ccnc2)cc1)Nc1cccc(F)c1,-15%,1%,1%,.,i,
O=[N+]([O-])c1ccc(SCc2ccncc2)nc1,-6%,-6%,11%,77%,2.0%,
CC(C)CNC(=O)COC(=O)C1c2ccccc2Oc2ccccc21,4%,9%,-16%,44%,i,
COc1ccccc1-n1c(C)cc(/C=C2\C(=N)N3N=C(CC(=O)N4CCOCC4)SC3=NC2=O)c1C,-9%,-6%,12%,-8%,1.2%,
CC(C)NC(=O)NC(=O)CN1C(=O)NC2(CCc3ccccc3C2)C1=O (centres undefined),-21%,5%,-20%,-3%,0.3%,
CCOC(=O)c1sc2ncn(/N=C/c3cccnc3)c(=O)c2c1C,-4%,-4%,-15%,12%,3.2%,
COc1cccc(C2=NO[C@@H]3C(=O)N(Cc4ccccc4)C(=O)[C@H]23)c1OC,-1%,-11%,27%,1%,5.8%,
CC1CCCC(NC(=O)c2cccs2)C1C (centres undefined),-6%,-4%,.,54%,1.2%,
CC(=O)c1ccc(-c2nnc(CCC(=O)N3CCCC(C(=O)CC(C)C)C3)o2)s1 (centres undefined),-9%,-2%,-28%,-4%,1.7%,
C[C@@H]1CN([C@H](C)CO)C(=O)Cc2cc(NC(=O)CCC(F)(F)F)ccc2O[C@@H]1CN(C)C(=O)Nc1ccccc1,-14%,4%,.,2%,3.8%,
COc1ccc(NC(=O)CN(C)C(=O)CSCc2ccc(C)cc2)cc1,1%,14%,0%,26%,0.8%,
Cc1ccc(CN2CCN(CC(=O)N3CCC4(CC3)OCCO4)C2=O)cc1,-12%,3%,1%,3%,0.7%,
COCCCN1C(=O)C(=O)/C(=C(/O)c2ccc(C)cc2)C1/C=C/c1ccccc1 (centres undefined),-2%,-5%,-3%,44%,0.5%,VEEV TC-83 Vero 10K pilot screen=0.6
CCN1CCN(CCNC(=O)c2ccc(/C=C3/Sc4ccccc4N(Cc4ccccc4C)C3=O)cc2)CC1,21%,.,.,.,9.5%,
c1ccc(-c2ccc(OCCCn3cncn3)cc2)cc1,-1%,6%,7%,25%,1.6%,
Cc1ccc(S(=O)(=O)NCc2ccccc2)cc1C(=O)NC(C)c1ccc(S(N)(=O)=O)cc1 (centres undefined),-1%,.,.,.,2.0%,

# 3 records picked at random from those above, as already listed:
SMILES,influenza NS1A,M. tuberculosis HTS,Salmonella PhoP GFP,M. tuberculosis,VEEV TC-83 Vero,others
Cc1ccc(CN2CCN(CC(=O)N3CCC4(CC3)OCCO4)C2=O)cc1,-12%,3%,1%,3%,0.7%,
COCCCN1C(=O)C(=O)/C(=C(/O)c2ccc(C)cc2)C1/C=C/c1ccccc1 (centres undefined),-2%,-5%,-3%,44%,0.5%,VEEV TC-83 Vero 10K pilot screen=0.6
CC(C)NC(=O)NC(=O)CN1C(=O)NC2(CCc3ccccc3C2)C1=O (centres undefined),-21%,5%,-20%,-3%,0.3%,

# (more compounds)
SMILES,influenza NS1A,M. tuberculosis HTS,Salmonella PhoP GFP,M. tuberculosis,VEEV TC-83 Vero,others
Cc1cc(N2CCN(c3ccccc3)CC2)nc(NCc2ccccc2)n1,18%,?,-5%,37%,2.8%,
CCn1c2c(c3cc(Cl)ccc31)CCCC2=O,1%,-5%,.,.,i,
CC1C(=O)C(C)(C)C(=O)OC1c1ccc([N+](=O)[O-])cc1 (centres undefined),3%,-7%,-11%,11%,1.7%,
OCCC1CCCCN1CC(O)COCc1ccc(Cl)cc1 (centres undefined),13%,1%,-4%,0%,0.2%,
C=CCn1c(SCC(=O)NCCCO)nc2sc3c(c2c1=O)CCC3,-6%,0%,2%,-17%,i,
CC1CCN(c2ccc3nnc(CCC(=O)NCC(C)c4ccccc4)n3n2)CC1 (centres undefined),4%,5%,-1%,7%,5.4%,
COCCN(C(=O)CNC(=O)c1ccco1)C(C(=O)NC1CCCC1)c1ccc(OC)c(OC)c1 (centres undefined),3%,2%,13%,7%,0.4%,
CC(=O)Nc1ccc(C(c2c(O)c3ccccc3oc2=O)c2c(C)n(C)n(-c3ccccc3)c2=O)cc1 (centres undefined),1%,-4%,2%,27%,1.1%,
CCOC(=O)/C=C/C(=O)Nc1ccc(S(=O)(=O)N2CCCCCC2)cc1,-2%,-1%,5%,58%,0.1%,
O=C(O)/C(=C\c1ccc(-c2ccc(F)cc2)o1)c1ccccc1,-1%,.,.,.,1.6%,
COc1ccc(N=C2SC(CC(=O)Nc3cccc(Cl)c3)C(=O)N2Cc2ccco2)cc1 (centres undefined),-9%,-27%,-2%,12%,i,
C=CCn1c(=S)[nH]c2cc(-c3ccccc3)sc2c1=O,-25%,14%,1%,24%,1.2%,
CCNS(=O)(=O)c1ccc(CCC(=O)N2CCc3ccccc3C2)cc1,-1%,4%,-8%,35%,0.2%,
CCOC(=O)c1c(C)[nH]c(C(=O)C(C)N2CCCC2)c1C (centres undefined),-18%,2%,2%,37%,0.5%,
COCCSc1nnc(NC(=O)C2CC(=O)N(c3ccc(Cl)cc3)C2)s1 (centres undefined),-6%,16%,11%,34%,0.5%,
CCN(CC)S(=O)(=O)c1ccc(/C=C/C(=O)Nc2ccc(N3CCOCC3)cc2)cc1,1%,6%,-1%,-6%,4.8%,
CC1=CC(C)(C)NC(=S)N1c1cc(C)cc(C)c1,0%,0%,1%,22%,1.0%,
COc1ccc2c(c1)C1NC(=S)NC(C)(O2)C1C(=O)Nc1ccc(C)cc1C (centres undefined),-9%,-1%,1%,-7%,6.7%,
Oc1sc(C=Nc2ccc(F)cc2)c2ccccc12,-4%,9%,-3%,0%,5.1%,
O=C(CCSc1nc(-c2ccco2)cc(C(F)(F)F)n1)Nc1ccc2c(c1)OCO2,-4%,-5%,0%,13%,2.8%,VEEV TC-83 Vero 10K pilot screen=0.2
OC(C#CCN1CCCCC1)c1ccccc1 (centres undefined),-18%,-9%,-17%,-8%,i,
COc1ccc(S(=O)(=O)NCC2CCCN(C(=O)c3ccco3)C2)cc1 (centres undefined),-12%,-1%,-2%,-6%,0.5%,
CC1CC(C)CN(C(=O)CNC(=O)c2ccc3ccccc3c2)C1 (centres undefined),-9%,-16%,-2%,21%,5.7%,
CCN1CCN(CCCNC(=O)CNC(=O)c2nn(-c3ccc(OC)cc3)c(=O)c3ccccc23)CC1,6%,6%,5%,-6%,1.0%,
C/C(CC(=O)Nc1ccc(Cl)c(C(F)(F)F)c1)=N\NC(=O)c1ccccc1O,18%,16%,-6%,0%,1.2%,
CN(C(=O)c1cccs1)C1(C)CCS(=O)(=O)C1 (centres undefined),14%,-9%,-4%,-8%,0.3%,
Brc1ccc(-c2cn3c(n2)CCc2ccc4cccnc4c2-3)cc1,10%,?,2%,57%,5.6%,
O=C1Nc2ccccc2C1=Nc1ccc2[nH]c3ccccc3c2c1,25%,.,.,.,i,
CC(C(=O)N1CCOCC1)N1c2cccc3cccc(c23)S1(=O)=O (centres undefined),1%,2%,-5%,-11%,0.2%,
COc1ccc(NC(=O)c2cccnc2N2CCCC2)cc1,6%,-2%,-2%,11%,0.6%,
Cc1nc2ccc(NC(=O)Cc3ccccc3F)cc2s1,-14%,-9%,21%,5%,i,
CCOc1ncccc1C(=O)OCC(=O)Nc1ccc(C)c(S(=O)(=O)N2CCOCC2)c1,6%,-2%,-3%,-1%,0.4%,
COc1ccc(-n2ncc(C(=O)NC3CC3)c2C2CCN(C(=O)OC(C)(C)C)CC2)cc1,1%,5%,4%,13%,4.2%,
Cn1c(CCC(=O)Nc2ccc(F)cc2)nc2cc(S(=O)(=O)N3CCOCC3)ccc21,-3%,-2%,-6%,-4%,11%,
O=C(COC(=O)CNC(=O)c1ccc(Cl)cc1)Nc1ncc(C(F)(F)F)cc1Cl,-4%,0%,-18%,-5%,i,
COc1ccccc1NC(=O)COc1cccc2c1CCNC2=O,-6%,5%,0%,-4%,9.3%,
O=C(Nn1cnnc1)c1ccc(F)cc1,-5%,-3%,0%,-5%,2.1%,
Cc1cc(C)c(S(=O)(=O)N2CCOC2CNC(=O)C(=O)NCCCN2CCOCC2)c(C)c1 (centres undefined),16%,-1%,4%,-3%,0.1%,
CCc1ccc(CN2C(=O)c3ccccc3C2C(=O)NCC2CCCO2)cc1 (centres undefined),8%,-4%,-3%,-3%,0.5%,
O=C(c1ccc(F)cc1)N1CCN(C2CC3CCC2C3)CC1 (centres undefined),1%,-8%,-4%,-11%,i,
Cc1cc(=O)[nH]c(SCC(=O)Nc2ccc(S(N)(=O)=O)cc2)n1,-20%,-4%,3%,-8%,1.0%,
CCCCCc1ccc(-c2ccc(C(=O)O)cc2)nc1,-5%,-12%,-9%,63%,i,
CCSc1nnc(NC(=O)CSc2ncccn2)s1,-2%,0%,-2%,-3%,4.6%,
CC(C)C[C@@H](NC(=O)C1CCC(CNC(=O)[C@H](Cc2ccccc2)NC(=O)OC(C)(C)C)CC1)C(=O)O (some centres undefined),0%,.,.,.,0.2%,
CC1CCCC(NC(=O)CSc2nnnn2C)C1C (centres undefined),-1%,-4%,-14%,-20%,i,
COc1ccc(Cl)cc1NC(=O)CN(C)CC(=O)Nc1ccc(S(N)(=O)=O)cc1,-8%,3%,7%,3%,1.6%,
Cc1cc(Nc2ccccc2)n(-c2ccc(C(=O)O)cc2)n1,-4%,-3%,11%,0%,1.1%,
COC(=O)C(O)(CC(=O)Nc1ccc(OC(F)(F)F)cc1)C(F)(F)F (centres undefined),-7%,-2%,1%,12%,1.0%,
O=C(C[n+]1cccc(C(=O)N/N=C/c2cccc([N+](=O)[O-])c2)c1)c1ccccc1,5%,.,.,.,2.5%,
CCc1ccc(N(CC(=O)NC2CCCC2)C(=O)CCC(=O)Nc2cc(C)on2)cc1,-2%,-1%,0%,26%,0.4%,
CCC(C)(C)NC(=O)C1CCN(c2nc(OC)nc(OC)n2)CC1,1%,-5%,-6%,-3%,1.4%,

# Compounds listed so far containing an NH in an aromatic ring:
SMILES,influenza NS1A,M. tuberculosis HTS,Salmonella PhoP GFP,M. tuberculosis,VEEV TC-83 Vero,others
COc1ccc(-c2csc3nc[nH]c(=O)c23)cc1OC,2%,-5%,-8%,7%,0.9%,
C=CCn1c(=S)[nH]c2cc(-c3ccccc3)sc2c1=O,-25%,14%,1%,24%,1.2%,
CCOC(=O)c1c(C)[nH]c(C(=O)C(C)N2CCCC2)c1C (centres undefined),-18%,2%,2%,37%,0.5%,
O=C1Nc2ccccc2C1=Nc1ccc2[nH]c3ccccc3c2c1,25%,.,.,.,i,
Cc1cc(=O)[nH]c(SCC(=O)Nc2ccc(S(N)(=O)=O)cc2)n1,-20%,-4%,3%,-8%,1.0%,

# High-throughput results from PubChem BioAssay.
